# Calb biofilm kill: kills Candida albicans biofilms; C. albicans biofilm + clotrimazole, Alamar Blue; inhibition, % at 6 µM; hit rate 0.14% among 85,000;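 active means inhibition above 20%; inactive means inhibition below 20%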;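 further: preformed 24 hr biofilms exposed to compound for 48 hr; 0% = biofilm without compound and 100% = blank killed by clotrimazole plus chlorhexidine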
# Mac1 fbg enh: CD11b/CD18-fibrinogen binding enhancement. P05107+P11215. K562 CD11b/CD18 adhesion to fibrinogen, ATPlite luminescence. activation, % at 10 µM. hit rate 0.07% among 93,000. AID 1499;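 active means 10 µM primary screen giving 50% or more activity, confirmed by 40% or more on retest at that dose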; further: strong numbers were not always called active; reference of the scale not given here
# Mac1 fbg inh: blocks human CD11b/CD18 adhesion to fibrinogen. hit rate 0.54% among 93,000. inhibition, % at 10 µM. K562 CD11b/CD18 adhesion to fibrinogen, ATPlite luminescence; Mn2+ added to activate the integrin;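 active means primary inhibition of 50% or more at 10 µM, then 40% or more on retest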; further: some results filed as inactive read as strong as hits
# ERb SRC1 inh: ER-beta (human) coactivator binding inhibition | TR-FRET ER-beta LBD / SRC1-Cy5 peptide binding; receptor agonist-loaded with 1 µM estradiol | Q92731 | hit rate 1.3% among 86,000 | inhibition, % at 25.6 µM;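 active means compounds whose percent inhibition of the receptor-coactivator binding signal exceeds about 50% in the single-dose screen, limit read from the data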;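 further: 0% = receptor plus peptide wells without compound and 100% = peptide-only wells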
# Target sequence (Q92731 whole entry, looked up, the tested form may be a part): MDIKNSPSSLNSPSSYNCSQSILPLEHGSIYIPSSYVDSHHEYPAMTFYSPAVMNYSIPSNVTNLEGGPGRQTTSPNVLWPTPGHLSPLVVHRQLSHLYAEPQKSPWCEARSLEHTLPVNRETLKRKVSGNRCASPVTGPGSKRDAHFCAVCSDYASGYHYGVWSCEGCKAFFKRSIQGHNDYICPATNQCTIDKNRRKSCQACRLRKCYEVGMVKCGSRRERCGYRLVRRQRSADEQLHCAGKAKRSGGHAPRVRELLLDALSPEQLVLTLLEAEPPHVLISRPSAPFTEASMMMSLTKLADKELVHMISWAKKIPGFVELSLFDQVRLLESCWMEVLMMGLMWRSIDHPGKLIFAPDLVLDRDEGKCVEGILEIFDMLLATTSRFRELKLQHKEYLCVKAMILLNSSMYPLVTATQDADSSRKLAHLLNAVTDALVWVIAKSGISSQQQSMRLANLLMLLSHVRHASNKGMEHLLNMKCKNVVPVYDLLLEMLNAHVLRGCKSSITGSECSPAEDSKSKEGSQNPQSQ
# sEH inhibitor: blocks human soluble epoxide hydrolase activity | hit rate 0.34% among 91,000 | recombinant human sEH enzymatic activity assay | AID 707 | inhibition, % at 2 µM; in the data active means inhibition above about 80%; further: values of inactives mirror those of a sister screen read the other way; many of its hits are not listed in these tables
# MT1-MMP txn act: MT1-MMP promoter transcription activation. HT1080 MT1-MMP promoter luciferase reporter, luminescence, overnight; hits give high values. activation factor at 10 µM. hit rate 0.16% among 86,000. AID 750;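 active means activation factor of at least 2 for MT1-MMP transcription at 10 µM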
# Smad3 inh: blocks human Smad3 binding to FoxH1 peptide; P84022; TR-FRET Smad3/Dy647-FoxH1 peptide binding, europium anti-His; inhibition, % at 25 µM; hit rate 0.29% among 88,000;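 active means compounds that reduce the energy-transfer binding signal between the protein and its labelled peptide by more than half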;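 further: 0% = Smad3 plus labelled peptide maximal FRET and 100% = peptide-only background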
# Target sequence (P84022 whole entry, looked up): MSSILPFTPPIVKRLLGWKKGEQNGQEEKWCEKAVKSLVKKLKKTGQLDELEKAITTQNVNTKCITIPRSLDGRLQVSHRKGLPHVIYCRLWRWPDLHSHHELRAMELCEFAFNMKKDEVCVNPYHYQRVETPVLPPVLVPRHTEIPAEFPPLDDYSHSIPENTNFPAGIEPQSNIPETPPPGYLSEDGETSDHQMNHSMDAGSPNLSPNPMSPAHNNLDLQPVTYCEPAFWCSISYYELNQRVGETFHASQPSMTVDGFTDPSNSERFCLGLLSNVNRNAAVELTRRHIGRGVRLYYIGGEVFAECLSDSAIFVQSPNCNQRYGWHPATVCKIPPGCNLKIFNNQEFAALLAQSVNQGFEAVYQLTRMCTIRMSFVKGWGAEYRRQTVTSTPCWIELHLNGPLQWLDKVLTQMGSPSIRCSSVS
# sEH activator: increases human soluble epoxide hydrolase activity; purified human sEH enzymatic activity, activator screen; hit rate 0.04% among 91,000; P34913; activation, % at 2 µM; in the data active means activation above about 37%; further: values of inactives mirror those of a sister screen read the other way
# ERa coact pot: enhances coactivator binding to human estrogen receptor alpha; P03372; TR-FRET ERalpha-LBD/SRC-Cy5 coactivator binding, 2 h; 100 = basal binding, no effect; coactivator binding (% of control), % at 25.6 µM; hit rate 1.3% among 86,000; in the data active means activity above about 200%;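 further: binding measured in presence of low estradiol as agonist stimulus; 0% = peptide alone without receptor and 100% = receptor with peptide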
# Active calls of the source: *; . = not tested or not shown; [ ] = dose if it differs, or a comment.
SMILES,Calb biofilm kill,Mac1 fbg enh,Mac1 fbg inh,ERb SRC1 inh,sEH inhibitor,MT1-MMP txn act,Smad3 inh,sEH activator,ERa coact pot
CS(=O)(=O)N1CCCC(C(=O)NCc2ccco2)C1 (stereo unspecified),13,-4,14,2,4,.,5,-2,104
COc1ccccc1NC(=O)c1sc(NC(=O)c2ccco2)c(C#N)c1C,-6,4,1,15[fluorescence artefact?],-11,1,-66[fluorescence artefact?],12,100
CC(C)(C)N(Cc1ccccc1)C(=O)c1ccc2c(c1)OCCO2,8,5,-6,-3[fluorescence artefact?],.,1.2,-10,.,102
CCCCNc1c(C(=O)OCC)c(=O)[nH]c2ccccc12,6,-2,4,-4,-20,1.3,-6,22,108
NCCCCCc1nnc(SCc2cccc(Cl)c2)o1,-6,73,-19,2,-2,0.8,-3,0,89
CCCCNC(=O)c1sc2ncnc(N3CCc4ccccc4C3)c2c1C,7,-6,12,3[fluorescence artefact?],10,0.9,12,-11,132
COc1ccc(C2=NO[C@@H]3C(=O)N(Cc4ccccc4)C(=O)[C@H]23)cc1OC,11,-1,7,-10,-1,1,5,0,97
CCN(C(=O)CSc1ncccc1C(=O)OC(C)C)c1cccc(C)c1,-5,-3,-8,-8,-4,1,1,3,86
O=C(O)CSC1CC(=O)N(c2ccc(Cl)cc2)C1=O (stereo unspecified),8,-3,-8,-7,.,1.3,7,.,111
COCC(=O)N(Cc1cc2ccc(C)cc2[nH]c1=O)c1ccc(OC)cc1,3,-3,-4,-5,.,1,1,.,102
COc1ccc(-c2n[nH]c(C(F)(F)F)c2-c2cc3ccccc3o2)c(O)c1,6,-7,91,6[fluorescence artefact?],-13,1,5,15,239*
C=CCn1c(SCC(=O)Nc2nc(C)cs2)nnc1C(CO)NC(=O)c1ccccc1 (stereo unspecified),-1,-1,-7,4,6,1.2,-2,-1,112
COc1cccc(C2C(C(=O)Nc3ccc(C)cc3C)=C(C)Nc3ncnn32)c1OC (stereo unspecified),4,-4,11,0,7,1.1,9,-7,123
Clc1ccc(NCn2cncn2)nc1,8,0,-10,-1,1,1.1,11,0,110
CCC1C(=O)Nc2nc(-c3ccccc3)c(-c3ccccc3)n2N=C1C (stereo unspecified),2,-4,0,2,1,.,1,-3,97
O=C(NCCCN1CCC(Cc2ccccc2)CC1)C1CCN(S(=O)(=O)N2CCOCC2)CC1,9,.,.,-4[fluorescence artefact?],11,1.1,-6,-9,106[fluorescence artefact?]
Cc1cc(C)nc(NC(=O)c2cccc(Cl)c2)n1,.,-4,6,-3,1,1.1,-7,3,77
O=C(NCc1cccnc1)C1CC(=O)N(c2ccc(Cl)cc2)C1 (stereo unspecified),8,-4,-3,-5,-12,1.1,-2,10,121[fluorescence artefact?]
Cc1nnc(C)c2c(C)n(C(C)c3ccccc3)c(C)c12 (stereo unspecified),8,-4,-10,3,1,1.2,2,-3,95[fluorescence artefact?]
CC(C)OCCCn1c(=S)[nH]c2ccc(N3CCOCC3)cc2c1=O,0,0,-6,10,.,1.1,13,.,112
COC(=O)c1cccc(C(=O)Nc2ccc(C)cc2)n1,-2,.,.,-9,-10,1.3,-5,12,94
Nc1nn(S(=O)(=O)c2cccc3nsnc23)cc1-c1ccc(Br)cc1,6,-4,32,27[fluorescence artefact?],-19,1,7,19,123
O=C(c1ccc(Br)s1)N1CCN(Cc2ccc3c(c2)OCO3)CC1,5,0,48,-4,-6,0.9,1,6,102[fluorescence artefact?]
CC1=C(C(=O)Nc2ccccc2)C(c2ccco2)C(C#N)=C(SCC(=O)OC(C)C)N1 (stereo unspecified),8,-2,10,1,-2,1.1,1,4,104
O=C(Oc1ccc2ccccc2c1Cl)N1CCCC1,5,3,12,0,.,1.2,-10,.,76
COCCn1nnnc1C(c1cccc(OC)c1OC)N1CCN(C2CCCCC2)CC1 (stereo unspecified),3,-1,27,4[fluorescence artefact?],.,1.1,5,.,113
O=C(Nc1cccc2ncccc12)C(Cl)(Cl)Cl,.,3,-2,.,-12,.,.,14,.
CCOC(=O)N1CCN(C(=O)CN(c2cccc(C)c2)S(=O)(=O)c2ccccc2)CC1,8,-1,6,0,.,1,-2,.,85
CS(=O)(=O)N(Cc1cc2ccccc2[nH]c1=O)C1CCCCC1,1,0,-7,-9,-12,1,3,11,116
COC(=O)C1=C(C)N(Cc2ccc(C)cc2)C(=O)/C1=C\c1ccc(O)c(OC)c1,.,-5,37,.,-6,.,.,5,.
O=C(c1ccc(CS(=O)(=O)c2cccc(C(F)(F)F)c2)o1)N1CCN(c2ccccn2)CC1,1,0,-13,-3,6,1.3,-3,-4,96
c1ccc(OCc2nc3ccccc3[nH]2)cc1,-9,.,.,4,-4,1.2,-12,4,83
Cn1c(=O)cc(N2CCc3ccccc32)[nH]c1=O,7,1,-9,-6,0,1.2,15,4,85
O=C(COc1ccc(Cl)cc1Cl)NC(=S)N1CCCc2ccccc21,.,-4,70,.,5,.,.,-6,.
CCc1nnc(NC(=O)CSc2nnc(CSc3nc(C)cc(C)n3)o2)s1,0,0,-1,2,-3,1.1,-2,3,111[fluorescence artefact?]
CCN(CC)CCCN1CC(O)=C(c2nc3ccccc3s2)C1=N,0,1,-3,3,-7,1.1,9,5,98

# Records above printed as active in ERa coact pot.
canonical_smiles | Mac1 fbg enh | Mac1 fbg inh | ERb SRC1 inh | sEH inhibitor | MT1-MMP txn act | Smad3 inh | sEH activator | ERa coact pot
COc1ccc(-c2n[nH]c(C(F)(F)F)c2-c2cc3ccccc3o2)c(O)c1 | -7 | 91 | 6[fluorescence artefact?] | -13 | 1 | 5 | 15 | 239*

# Complete entries as entered above.
# Shown for CCOC(=O)N1CCN(C(=O)CN(c2cccc(C)c2)S(=O)(=O)c2ccccc2)CC1 → Calb biofilm kill = 8; Mac1 fbg enh = -1; Mac1 fbg inh = 6; ERb SRC1 inh = 0; sEH inhibitor = .; MT1-MMP txn act = 1; Smad3 inh = -2; sEH activator = .; ERa coact pot = 85
# Shown for CCN(CC)CCCN1CC(O)=C(c2nc3ccccc3s2)C1=N → Calb biofilm kill = 0; Mac1 fbg enh = 1; Mac1 fbg inh = -3; ERb SRC1 inh = 3; sEH inhibitor = -7; MT1-MMP txn act = 1.1; Smad3 inh = 9; sEH activator = 5; ERa coact pot = 98
# Shown for O=C(c1ccc(CS(=O)(=O)c2cccc(C(F)(F)F)c2)o1)N1CCN(c2ccccn2)CC1 → Calb biofilm kill = 1; Mac1 fbg enh = 0; Mac1 fbg inh = -13; ERb SRC1 inh = -3; sEH inhibitor = 6; MT1-MMP txn act = 1.3; Smad3 inh = -3; sEH activator = -4; ERa coact pot = 96

# The list goes on.
SMILES,Calb biofilm kill,Mac1 fbg enh,Mac1 fbg inh,ERb SRC1 inh,sEH inhibitor,MT1-MMP txn act,Smad3 inh,sEH activator,ERa coact pot
N#Cc1c(C(F)(F)F)cc(C2CC2)[nH]c1=O,5,-2,-8,-9,.,1.1,10,.,97
COc1ccc(C/C(N)=N/n2cnnc2)cc1Cl,.,1,-3,.,-10,1.1,.,8,.
CCOc1ccc(-c2noc(CCC(N)=O)n2)cc1OCC,-2,-3,8,-2[fluorescence artefact?],.,1.2,-5,.,126
COc1ccc(-c2nc3c(Br)c(N)c(Br)cc3o2)cc1,-6,.,.,7,4,1.7,-6,-3,103[fluorescence artefact?]
COc1ccccc1NC(=O)CSc1ncnc2c1oc1ccccc12,-4,-10,-1,23,5,1.1,-9,-3,163
Cc1nnc(-c2cccc(Br)c2)c2cn(-c3cccc(Br)c3)nc12,.,1,-10,.,-3,.,.,3,.
CCOc1ccc(S(=O)(=O)N/N=C2/CC(c3ccccc3)Oc3ccccc32)cc1 (stereo unspecified),.,-2,28,.,9,.,.,-8,.
CCCc1cc(=O)[nH]c(Nc2ccc(N3CCCCC3)cc2)n1,7,3,-3,-5[fluorescence artefact?],10,.,10,-12,91
COc1cccc(NS(=O)(=O)CC23CCC(CC2=O)C3(C)C)c1 (stereo unspecified),.,5,-1,.,11,.,.,-8,.
O=C(Cn1cccc1C(=O)c1ccccc1)NCCN1CCCCCC1,-3,-4,3,8[fluorescence artefact?],-12,1.2,-12,8,111
COCC(=O)n1nc(NCc2ccc(OC)cc2)nc1NCc1ccc(OC)cc1,2,-5,-23,-7,-4,1.2,13,4,112[fluorescence artefact?]
CCOC(=O)C1C(=O)C=C(c2ccc(NS(C)(=O)=O)cc2)CC1c1ccco1 (stereo unspecified),10,.,.,6,-9,1.2,-5,9,76[fluorescence artefact?]
Fc1cc2nc(-c3ccncc3)[nH]c2cc1F,5,5,2,2,2,1.3,7,-1,105
CN1C(=O)CC(N2CCN(c3ccccc3)CC2)C1=O (stereo unspecified),12,.,.,-8,1,1.2,2,0,100
Cc1ccc(C(NC(=O)N2CCOCC2)=C(Cl)Cl)cc1F,3,4,5,-10,.,1.1,2,.,121
CC1=C(C(=O)OC(C)C)C(c2cccs2)N2C(=O)C(C)SC2=N1 (stereo unspecified),5,-2,-9,-6,-5,1.1,3,5,114[fluorescence artefact?]
CC1(C)CC(=O)C2=C(C1)NC(SCC(=O)Nc1ccccc1)=C(C#N)C2c1ccco1 (stereo unspecified),6,-5,-8,-2,-8,1,1,11,112[fluorescence artefact?]
COc1ccccc1C(=O)N(Cc1ccco1)C1CCS(=O)(=O)C1 (stereo unspecified),3,1,1,7[fluorescence artefact?],4,1.1,0,-5,108[fluorescence artefact?]
COc1ccc(OC)c(-c2cc(C(=O)N3CCN(c4ccccc4)CC3)no2)c1,0,4,0,-8,8,1.1,0,-6,152
CC(=O)Nc1ccc(OCC(O)CN2CCN(S(=O)(=O)c3ccc(NC(C)=O)cc3)CC2)cc1 (stereo unspecified),1,-1,-18,-15,-19,1.1,7,14,99
Cc1ccc(NS(=O)(=O)c2cc(C(=O)NCc3ccccn3)ccc2Cl)cc1,.,0,2,.,-1,.,.,3,.
CC(OC(=O)c1cccnc1SCc1cc(=O)n2ccccc2n1)c1ccccn1 (stereo unspecified),9,-3,3,-8,0,1.3,5,-1,86
Cc1cccc2c1CC(C)(C)N=C2C1=C(O)CC(C)(C)CC1=O,0,.,.,-11,-15,1.1,-9,17,116
CCOC(=O)N1CCN(C(=O)c2ccc(OC)c(OC)c2)CC1,8,.,.,-16[fluorescence artefact?],2,1.1,10,-1,102
Cn1c(SCc2ccccn2)nnc1-c1cnccn1,8,-2,-5,-12,.,1.3,-13,.,110
Cc1cc(-c2n[nH]c(=S)o2)c(C)n1-c1ccccc1,5,16,3,-18[fluorescence artefact?],-11,1.1,2,10,97[fluorescence artefact?]
CCOC(=O)c1cc(NC(=O)c2cc(C)on2)cc(C(=O)OCC)c1,5,15,-6,-1,-18,1.1,-10,15,174
CC(=O)Nc1ccc(Nc2ncnc3c2cnn3-c2ccc(C)cc2C)cc1,-2,-4,-9,4,-4,1.1,-7,7,111
Cc1ccc(-c2nn(C)c(=O)c3ccccc23)cc1CNC(=O)/C=C/c1ccccc1,3,16,23,2,3,1.1,11,-3,101[fluorescence artefact?]
Cc1ccc(C(=O)N/N=C/c2ccc([N+](=O)[O-])s2)cc1,5,10,1,40[fluorescence artefact?],18,.,9,-15,36[fluorescence artefact?]
c1ccc2c(c1)[nH]c1c(N3CCOCC3)ncnc12,7,-2,4,-7,.,1.2,1,.,105
CCCCC[C@H](O)/C=C/C1=C(CCCCCCC(=O)O)C(=O)CC1,-2,.,.,5,.,1,3,.,87
Fc1ccccc1N1CCN(C(c2cccs2)c2nnnn2CCc2ccccc2)CC1 (stereo unspecified),3,3,-1,6,7,1.1,-2,-6,114
Cc1ccc(C)c(Cn2nnc3c(=O)[nH]c(C4CCCN(C(=O)C5CCCCC5)C4)nc32)c1 (stereo unspecified),0,2,0,12[fluorescence artefact?],2,1,-4,1,89
COC(=O)c1ccccc1S(=O)(=O)C(C)(C)C,13,.,.,-5,-10,1.2,6,10,109
CCC(c1nnnn1CCOC)N1CCN(c2cccc(C(F)(F)F)c2)CC1 (stereo unspecified),.,-2,-3,.,-1,1,.,1,.
Cn1nnnc1SCc1nc2ccccc2[nH]1,4,-1,-21,-1,7,1.6,5,-4,112
CCOC(=O)C1=NN(c2ccccc2)C(c2ccccc2)CC1=O (stereo unspecified),4,.,.,-11,12,1.1,9,-9,97

# Only part of the results is shown; count on the stated rates, not on these rows.
